Compound activity (PubChem)
SRC2 inh = inhibits human steroid receptor coactivator 2 | HEK293 GAL4-SRC2 luciferase reporter, luminescence | inhibition, % at 9 µM | 370,000 compounds, 0.17% hits | AID 651957;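 active means inhibition above the mean inhibition of all tested compounds plus 3 SD, set per campaign, cut at about 52% in these data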;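 further: 0% = DMSO treated cells and 100% = cells given Gossypol at 36 µM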
TRAIL sens C8 = sensitizes caspase-8 expressing cells to TRAIL. AID 624354. 360,000 compounds, 1% hits. inhibition (viability loss, TRAIL sensitization), % at 10 µM. NB7+C8 cells + TRAIL, ATPlite viability luminescence;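 active means compounds causing at least 50% loss of cell viability in the single-dose screen, relative to plate controls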
NOD2-RIPK2 inh = inhibitors of human NOD2-RIPK2 interaction; inhibition, % at 4.98 µM; O43353; AID 624267; 360,000 compounds, 0.38% hits; CHO BLA complementation NOD2-RIPK2, CCF4 ratio; in the data active means inhibition above about 21%;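 further: 0% = vehicle only and 100% = reference blocker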
NCOA1 inh = inhibitors of human steroid receptor coactivator 1 (SRC1) | Q15788 | HEK293 GAL4-SRC1 luciferase reporter, luminescence | inhibition, % at 3.6 µM | 360,000 compounds, 0.12% hits;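 active means inhibition above the campaign mean plus 3 SD, with each screening campaign given its own cutoff, cut at about 60% in these data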;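 further: 0% = DMSO treated cells and 100% = gossypol at 36 µM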
Target sequence (Q15788 whole entry, looked up, the tested form may be a part): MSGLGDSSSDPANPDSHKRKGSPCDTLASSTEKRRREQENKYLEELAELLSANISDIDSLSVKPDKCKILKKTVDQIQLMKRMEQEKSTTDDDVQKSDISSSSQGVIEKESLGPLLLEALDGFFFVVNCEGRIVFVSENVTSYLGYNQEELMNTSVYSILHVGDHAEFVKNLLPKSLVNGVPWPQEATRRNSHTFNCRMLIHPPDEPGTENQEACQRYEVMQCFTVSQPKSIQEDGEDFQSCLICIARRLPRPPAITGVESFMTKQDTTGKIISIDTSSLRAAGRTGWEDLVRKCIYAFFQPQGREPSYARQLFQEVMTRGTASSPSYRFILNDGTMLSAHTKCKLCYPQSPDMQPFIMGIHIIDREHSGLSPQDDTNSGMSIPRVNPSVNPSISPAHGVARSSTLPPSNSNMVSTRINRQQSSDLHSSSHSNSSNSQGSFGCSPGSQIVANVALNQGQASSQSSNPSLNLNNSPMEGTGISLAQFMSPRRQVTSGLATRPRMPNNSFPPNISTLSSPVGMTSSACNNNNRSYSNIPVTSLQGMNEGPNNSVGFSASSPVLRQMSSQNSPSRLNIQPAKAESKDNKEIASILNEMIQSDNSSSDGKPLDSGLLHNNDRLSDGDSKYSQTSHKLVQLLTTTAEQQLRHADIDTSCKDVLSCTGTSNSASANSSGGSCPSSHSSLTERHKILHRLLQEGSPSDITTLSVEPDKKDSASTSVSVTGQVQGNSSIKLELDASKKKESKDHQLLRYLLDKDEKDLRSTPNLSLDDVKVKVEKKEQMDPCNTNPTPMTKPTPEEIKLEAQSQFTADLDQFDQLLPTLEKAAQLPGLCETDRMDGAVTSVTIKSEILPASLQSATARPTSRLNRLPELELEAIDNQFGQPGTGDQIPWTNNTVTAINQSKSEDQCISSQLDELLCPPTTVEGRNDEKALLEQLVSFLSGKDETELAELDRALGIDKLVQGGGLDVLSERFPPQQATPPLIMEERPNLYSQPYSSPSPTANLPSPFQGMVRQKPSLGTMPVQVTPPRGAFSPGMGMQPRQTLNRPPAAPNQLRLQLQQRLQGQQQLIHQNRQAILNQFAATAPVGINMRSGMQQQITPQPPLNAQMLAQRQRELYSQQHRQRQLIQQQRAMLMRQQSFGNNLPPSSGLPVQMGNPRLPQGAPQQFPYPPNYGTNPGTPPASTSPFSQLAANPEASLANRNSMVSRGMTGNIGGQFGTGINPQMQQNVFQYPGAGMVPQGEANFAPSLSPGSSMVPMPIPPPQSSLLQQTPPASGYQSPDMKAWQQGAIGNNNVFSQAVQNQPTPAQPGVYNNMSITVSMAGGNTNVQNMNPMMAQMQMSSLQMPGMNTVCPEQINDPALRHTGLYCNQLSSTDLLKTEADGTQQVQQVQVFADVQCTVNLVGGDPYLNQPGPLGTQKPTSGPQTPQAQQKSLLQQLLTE
TROY NFkB inh = inhibitors of TROY-dependent NF-kB signaling; Q293 LMP1-TROYcd NF-kB luciferase reporter, 4 h; inhibition, % at 10 µM; 360,000 compounds, 0.98% hits;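 active means compounds whose plate-normalised and pattern-corrected inhibition of the luciferase reporter signal at the single screening dose is 50% or more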
NCOA3 inh = inhibits human SRC3 coactivator | inhibition, % at 3.6 µM | HEK293 GAL4-SRC3 luciferase reporter, luminescence | 360,000 compounds, 0.17% hits | Q9Y6Q9 | AID 588352;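 active means inhibition above a per-campaign cutoff, the mean of all compounds plus 3 SD, cut at about 60% in these data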;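 further: 0% = DMSO-treated cells and 100% = gossypol-treated cells at 36 µM; higher means less SRC3-driven luciferase light from the GAL4 reporter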
NR5A2 inv ag = suppresses constitutive activity of human LRH-1; O00482; HEK293T StAR-luciferase reporter, LRH-1 transfected, 24 h; inhibition, % at 3.6 µM; 360,000 compounds, 0.13% hits; AID 602396;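 active means inhibition above the mean inhibition of all tested compounds plus 3 SD, cut at about 73% in these data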;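 further: 0% = DMSO wells and 100% = reporter-only cells lacking LRH-1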
TLR9-MyD88 inh = blocks human TLR9 binding to MyD88. CHO BLA complementation TLR9-MyD88, CCF4 FRET ratio. inhibition, % at 4.98 µM. 340,000 compounds, 0.21% hits;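 active means inhibition above the mean over all tested compounds plus 3 SD, cut at about 21% in these data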;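 further: 0% = DMSO only wells and 100% = clavulanate BLA inhibitor control wells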
EBV LMP1 NFkB = reduces LMP1-driven NF-kappaB luciferase signal; LMP1-induced NF-kappaB luciferase reporter cells, luminescence; inhibition, % at 12.5 µM; 350,000 compounds, 0.69% hits; in the data active means inhibition above about 41%;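 further: 0% = neutral control wells and 100% = reference inhibitor control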
TWEAK-Fn14 inh = blocks TWEAK-Fn14 interaction in a reporter cell assay; TWEAK-stimulated Fn14 reporter cells, luciferase luminescence, 8 h; inhibition, % at 10 µM; 360,000 compounds, 2% hits; AID 1159606; in the data active means inhibition above about 50%
COUP-TFII inh = NR2F2 (human) inhibition, primary screen | P24468 | HEK293T NGFI-A luciferase reporter, luminescence | inhibition, % at 8.6 µM | 370,000 compounds, 0.7% hits;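 active means inhibition above a per-plate cutoff, mean inhibition of test wells between control levels plus 3 SD, cut at about 38% in these data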;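 further: cells cotransfected with COUP-TFII expression vector driving the NGFI-A reporter; 0% = median of COUP-TF2 test wells and 100% = reporter-only cells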
Numbers without * were called inactive; · = no result given.

SMILES	SRC2 inh	TRAIL sens C8	NOD2-RIPK2 inh	NCOA1 inh	TROY NFkB inh	NCOA3 inh	NR5A2 inv ag	TLR9-MyD88 inh	EBV LMP1 NFkB	TWEAK-Fn14 inh	COUP-TFII inh
O=C(/C=C/c1ccc(F)cc1)Nc1ccc2[nH]c(=O)[nH]c2c1	-38	-16	-12	10	2	0	3	3	0	3	-6
COC(=O)c1ccc(/C=N/N2CCN(Cc3ccc(Cl)cc3)CC2)cc1	19	1	-10	-9	22	15	19	·	·	0	5
CC1CCCCN1S(=O)(=O)c1ccc([N+](=O)[O-])cc1 (configuration not stated)	23	7	-6	-1	10	5	-12	-15	-1	18	15
CNC(=O)c1ccsc1NC(=O)c1sc2ccccc2c1Cl	-37	32	-9	-36	-11	-63	-52	-6	-17	-4	-26
O=C(NCc1ccccc1)/C(=C/c1ccco1)NC(=O)c1ccco1	14	-30	-2	-2	9	8	2	-2	1	-8	-8
O=C(c1cccnc1Nc1ccc2c(c1)CCC2)N1CCOCC1	-18	2	-2	-5	-8	16	-11	0	-4	0	-16
O=C(Nc1ccc2c(c1)C(=O)NC2=O)c1ccccc1	-19	3	-11	3	-18	-27	-32	-8	3	-8	6
CCOC(=O)C(C)OC(=O)C1=C(C)NC(=O)NC1c1ccc2c(c1)OCO2 (configuration not stated)	-10	25	4	1	7	5	0	5	-2	-12	25
COc1cc(NS(=O)(=O)c2ccc(NC(=O)c3ccc(C)o3)cc2)nc(OC)n1	-8	8	10	-10	4	9	-17	1	3	7	11
C#CCN(C)CC/C=C1\c2ccccc2CSc2ccccc21	9	7	-1	10	-14	12	20	12	9	10	5
CC(=O)N(CCC1(C(C)C)CCOC(C)(C)C1)Cc1ccco1 (configuration not stated)	8	-9	2	-5	-7	1	7	-3	-6	-2	5
CCCCN(CCCNC(=O)C1CCN(S(=O)(=O)N2CCOCC2)CC1)Cc1ccccc1	7	2	-2	-2	-5	14	1	6	-1	-1	-4
C=C(C)c1cccc(C(C)(C)NC(=O)N2CCOCC2)c1	-1	2	-10	-3	21	-1	-29	10	-10	-11	-4
Cc1ccc(N2C(=O)C3CCC(C)(C2=O)C3(C)C)cc1C (configuration not stated)	-29	-1	5	7	3	17	-2	5	-3	13	-8
CCOc1ccc(NC(=O)C2CCN(S(=O)(=O)CC)CC2)cc1	-28	1	-1	-11	11	-9	-2	-3	4	-14	-21
Cc1ccc(C(=O)CCC(=O)NCc2ccccc2)cc1	17	18	4	4	-2	-4	0	0	-4	-20	-5
Cc1ccc(NC(=O)C(C)Sc2n[nH]c(CNc3ccccc3)n2)cc1 (configuration not stated)	-9	-8	3	7	-18	23	16	10	-8	20	2
N#CC(c1ccc(O)cc1)N1CCOCC1 (configuration not stated)	-12	-7	-3	2	-1	22	15	9	-2	1	9
Nc1nc(SCCO)[nH]c(=O)c1NC(=O)c1ccccc1F	8	-8	-5	1	5	8	4	8	9	-3	-3
O=C(CSc1nnnn1C1CCCCC1)NCc1ccccc1	-2	9	-6	-24	-14	6	-10	-2	19	2	1
O=C(Cc1ccc(NC2=NC3CS(=O)(=O)CC3S2)cc1)NCc1ccc(Cl)cc1 (configuration not stated)	12	-4	9	9	0	4	-13	3	1	7	-12
CC(NC(=O)Cn1cc([N+](=O)[O-])cn1)c1ccc(C(C)(C)C)cc1 (configuration not stated)	-13	-5	1	3	10	-24	-5	2	9	-4	23
COc1ccc(-c2oc(NC(=O)CCl)c(C#N)c2-c2ccc(OC)cc2)cc1	18	24	4	-4	-32	-6	5	0	3	7	-32
C/C(=N\NC(=O)c1ccoc1C)c1ccccc1O	-87	33	-7	-69	-52	-60	-123	6	-12	-6	-39
CCOc1ccc(-c2nc(N)ncc2Oc2ccc(OC)cc2)c(O)c1	-13	-16	-3	-6	22	-5	10	-4	4	10	4
O=C(N/N=C/c1ccc([N+](=O)[O-])o1)c1ccccc1NS(=O)(=O)c1cccs1	9	43	-2	-15	21	5	-3	0	-9	9	8
COc1ccc(Cc2nnc(NC(=O)C(C)(C)C)s2)cc1	3	0	12	-17	6	5	24	1	-10	-11	15
COC(=O)C1CCN(C(=O)NC2CCCCC2)CC1	14	6	9	-6	5	7	6	1	2	9	-11
CCCCCc1ccc(OCCCC[n+]2ccccc2)c(CCCCC)c1	·	79*	2	-2	37	45	42	4	55*	50*	·
C[C@H]1CN(CCc2ccccc2)C(=O)[C@@H]1CC(=O)Nc1ccccc1	9	5	-12	-4	-13	-2	-9	8	2	8	8
C#CCSc1ncc(S(=O)(=O)c2ccccc2)c(=O)[nH]1	-7	12	0	-24	11	12	-3	-6	-8	19	-2
Cc1ccccc1C(=O)O/N=C1\CCS(=O)(=O)c2sccc21	-49	-4	-9	-61	-39	-66	-4	13	-28	-1	-5
Cc1ccc(/C=C(\NC(=O)c2ccccc2)C(=O)NCC2CCCO2)o1 (configuration not stated)	3	-2	-6	5	-16	12	-3	-7	-7	-10	0
COCCCNC(=S)NC(=O)c1ccccc1	-24	-7	-1	-56	-19	-19	-13	9	-2	0	-15
CCC1CCc2c(sc(NC(=O)CSc3nc(-c4ccco4)cc(C(F)(F)F)n3)c2C#N)C1 (configuration not stated)	-18	-1	-4	9	22	17	4	13	-16	4	20
COc1ccc(NC(=O)N2c3ccccc3C(C)=CC2(C)C)cc1	-4	-3	-5	1	-11	6	-22	1	2	4	1
CCOC(=O)NC(NC(=O)OCC)C(=O)c1ccc(F)cc1	13	3	-9	3	-25	-27	-2	3	-9	-18	4
Cc1ccc(S(=O)(=O)N2CCN(C(=O)CCC(=O)NCc3ccc(F)cc3)CC2)cc1	-21	-10	0	10	5	25	1	1	-7	-6	-5
Cc1csc2nc(CSc3nncn3-c3ccccc3)c(Br)n12	-4	-2	-2	-13	7	-7	3	5	-2	-6	7
CCOC(=O)[C@]12CCC=C1N(CCC1=CCCCC1)C(=O)[C@H](CC(=O)NCCCOC)C2	-13	-9	-1	·	-15	·	-2	·	·	-11	-6
Cc1nc2sc3c(O)cc(=O)[nH]c3c2c(C)c1C	0	-14	-5	-15	31	7	-16	4	-9	3	-1
CC(C)OCCCn1c(=S)[nH]c2ncccc2c1=O	4	2	-4	15	-1	-6	3	0	-5	5	-7
O=C(Nc1nnc(SCc2ccc(Cl)cc2)s1)c1cnccn1	15	-1	-1	-18	11	11	9	-6	-2	9	8
Cc1ccc(NC(=O)COC(=O)c2cc(Cl)ccc2[N+](=O)[O-])cc1	11	-1	7	-24	-24	11	1	-4	4	-18	-8
CCOc1ccc(Br)cc1S(=O)(=O)Nc1cccc(S(=O)(=O)N2CCOCC2)c1	13	-5	-6	-3	0	-13	-10	-7	1	8	-2

With a hit mark in TWEAK-Fn14 inh, among the entries above:
compound | SRC2 inh | NOD2-RIPK2 inh | NCOA1 inh | NCOA3 inh | NR5A2 inv ag | TLR9-MyD88 inh | EBV LMP1 NFkB | TWEAK-Fn14 inh | COUP-TFII inh
CCCCCc1ccc(OCCCC[n+]2ccccc2)c(CCCCC)c1 | · | 2 | -2 | 45 | 42 | 4 | 55* | 50* | ·

Other entries follow.
SMILES	SRC2 inh	TRAIL sens C8	NOD2-RIPK2 inh	NCOA1 inh	TROY NFkB inh	NCOA3 inh	NR5A2 inv ag	TLR9-MyD88 inh	EBV LMP1 NFkB	TWEAK-Fn14 inh	COUP-TFII inh
O=C(O)c1ccccc1C(=O)c1ccc(Oc2ccccc2)cc1	8	-7	2	3	-28	10	9	-1	5	0	5
COC(=O)[C@]1(Cc2ccccc2)N[C@H](CN(C)C(=O)NC(C)C)[C@@H]2C(=O)N(Cc3ccccc3)C(=O)[C@@H]21	-22	-3	-13	-6	-7	4	2	-9	-1	5	-15
CCS(=O)(=O)N1Cc2ccccc2CC1C(=O)N1CCN(c2ccccc2)CC1 (configuration not stated)	7	6	2	-7	5	8	4	-3	2	-5	20
CCN1C(=NCC(C)C)N[C@@H](CCc2ccccc2)[C@H](C(=O)NCC(C)C)[C@H]1C	·	3	9	10	-12	3	6	-2	11	-5	·
COc1ccc(C)cc1NC(=O)CSCc1cc(=O)n2c(C)csc2n1	6	12	8	-5	2	-8	-11	-1	1	-6	11
CCOC(=O)C1=C(C)Nc2nnnn2C1c1ccc(OC)c(Br)c1 (configuration not stated)	19	6	-3	-2	-4	-11	-8	-6	6	9	0
COc1cccc(-c2cnc(C(O)c3cc(C)c(OC)c(C)c3)[nH]2)c1 (configuration not stated)	-1	-9	-9	-3	16	-6	14	·	·	-8	6
CCOC(=O)c1c(C)[nH]c(C)c1S(=O)(=O)NCCc1sccc1C	-14	-12	-7	6	-8	-5	-9	-9	-6	10	13
O=C(c1cc2cc(Cl)ccc2[nH]1)N1CCN(c2ccccn2)CC1	-28	-22	4	-9	8	3	-5	2	-3	-3	-18
C[C@@H](NC(=O)c1nc[nH]c1C(=O)N[C@@H](CCCCNC(=O)OC(C)(C)C)C(=O)OC(C)(C)C)c1ccccc1	5	20	2	5	15	-4	16	-4	-16	5	-2
Cc1ccc(/C=N/N2CCN(Cc3ccccc3)CC2)s1	-32	-2	1	-30	-44	-29	11	-10	-11	-33	-9
CCCCN(C(=O)c1c(CC)noc1C)c1c(N)n(CCCC)c(=O)[nH]c1=O	-18	11	1	-15	5	12	-10	1	-2	-2	-2
CC(NC(=O)C1CCCC1)c1ccc(Br)cc1 (configuration not stated)	-16	-10	2	9	-7	-7	3	3	9	-4	2
N#C/C(=C/c1cc(Cl)c(O)c(Cl)c1)C(=O)N1CCCCC1	-9	-12	-3	-9	16	-20	-13	7	-10	-5	2
NS(=O)(=O)c1ccc(CNC(=O)c2scc3c2CCCC3)cc1	0	4	5	-19	5	16	17	0	-18	0	9
O=C(COC(=O)c1cccc(Cl)c1)Nc1cc(Cl)ccc1Oc1ccccc1	-33	-4	-9	-3	11	17	-13	-6	4	4	-5
COCCNC(=O)c1cc2c(s1)-c1ccc(Cl)cc1SC2	-41	34	2	-106	-42	-116	-130	-3	-27	-14	-19
CCOC(=O)C1CC(c2ccccc2)=NN1c1ccccc1 (configuration not stated)	-4	-3	1	-5	-1	-49	-8	-3	0	-8	-6
O=C(O)CCC(=O)N1CCc2c([nH]c3ccccc23)C1C(F)(F)F (configuration not stated)	-11	-2	2	7	-23	11	2	4	1	-3	14
CCCCNC(=O)C1CCN(c2nc(OC)nc(OC)n2)CC1	0	0	-5	-2	10	16	3	6	2	-11	1
COc1cc(C(=O)NCCCNc2nc3cc(C)cc(C)c3cc2C#N)cc(OC)c1OC	-22	-11	-1	5	18	-1	6	-2	0	-14	-2
N#CCCC1(CCC#N)c2ccccc2C(=O)c2ccccc21	-30	1	0	1	-11	-5	15	·	·	-1	5
COc1cc2ccc(NC(C)=O)cc2cc1OC	-6	-3	-9	-13	0	-24	16	-4	-5	-8	-10
O=C(Cn1ncc2c([nH]c3ccccc32)c1=O)N1CCOCC1	16	-12	4	-4	-13	11	6	-4	-5	4	-3
CCN(CC)C(=O)c1cnn(-c2ccccc2)c1NC(=O)c1cccs1	5	1	-5	-10	0	-11	7	-3	-3	-2	-12
COc1ccc(-c2ccc(OC(=O)NC3CCS(=O)(=O)C3)cc2)cc1 (configuration not stated)	-13	2	6	-38	-37	-11	-50	1	-4	-7	-24

These rows are one share of the data. The share of hits here may be higher or lower than overall.
